# HCMV inh: blocks human cytomegalovirus replication. HFF cells, HCMV-luciferase reporter, 72 h; stronger effect = lower value. activity change, negative = inhibition, % at 57.5 µM. actives 4.5% (n = 410,000); in the data active means activity change below about -60%; inconclusive means no clear call, values can overlap the other calls; inactive means above about -39%
#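 Inhibition of viral replication was scored as loss of reporter luminescence in HFFs infected with HCMV-luciferase (MOI 1 PFU/cell) for 72 h; compounds tested at 2 doses, normalized to buffer and Salinomycin controls.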
# Tb PYK inh: inhibitors of Trypanosoma brucei pyruvate kinase. Q57TT1. TbPYK enzyme, Kinase-Glo Plus ATP luminescence, 45 min. Potency, µM (titrated, usually from 76.8 µM), for the others: at the top dose activity, negative = inhibition, actives largely listed as inhibitors. actives 0.12% (n = 410,000); further: potency means the concentration at half of the fitted maximal effect; nearly all actives have a fitted effect of over 50% in size
#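 In this concentration-response screen, enzyme-free wells defined baseline while DMSO plates tracked drift. Each reaction combined TbPYK, substrate, compound and 130 uM ADP for 45 min at room temperature. Kinase-Glo Plus luminescence gave the signal.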
# AMA1 RON2 block: AMA1-RON2 (P. falciparum) interaction inhibition; AlphaScreen AMA1-biotinylated RON2 peptide binding; Potency, µM (series often up to 58.2 µM), for inactives: at the top dose activity change, negative = inhibition, actives largely listed as inhibitors; actives 0.2% (n = 360,000);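 further: potency means the concentration at half of the fitted maximal effect; 0% = vehicle wells and -100% = peptide control; nearly all actives have a fitted effect of over 45% in size; some results filed as inactive show a strong effect at the top dose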
#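 AMA1 (3D7) with his tag at 25 nM final met compounds first, then biotinylated RON2 peptide at 25 nM; detection used donor plus acceptor beads, 10 µg/mL apiece, read by AlphaScreen after 30 min at room temperature.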
# AmpC no deterg: blocks E. coli AmpC beta-lactamase in detergent-free assay. P00811. AmpC nitrocefin hydrolysis, absorbance 480 nm, 0.0001% Triton. Potency, µM (series often up to 57.1 µM), inactives show at the top dose activity change, negative = inhibition, actives largely listed as inhibitors. actives 0.52% (n = 330,000). AID 485341;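 further: potency means the concentration at half of the fitted maximal effect; plate controls were no compound for no effect and no enzyme for full effect; nearly all actives have a fitted effect of over 20% in size; some results filed as inactive show a strong effect at the top dose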
# Target sequence (P00811 whole entry, looked up): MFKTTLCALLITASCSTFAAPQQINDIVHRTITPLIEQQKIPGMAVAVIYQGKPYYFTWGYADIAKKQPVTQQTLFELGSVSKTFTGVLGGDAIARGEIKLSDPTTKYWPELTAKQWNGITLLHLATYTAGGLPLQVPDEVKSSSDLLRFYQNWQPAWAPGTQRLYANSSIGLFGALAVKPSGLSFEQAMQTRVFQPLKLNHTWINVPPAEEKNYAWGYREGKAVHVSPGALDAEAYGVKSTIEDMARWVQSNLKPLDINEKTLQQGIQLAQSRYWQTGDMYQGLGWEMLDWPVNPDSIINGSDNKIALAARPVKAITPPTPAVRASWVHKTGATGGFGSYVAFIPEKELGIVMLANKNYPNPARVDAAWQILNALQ
#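 20 mM phosphate pH 7.0 + 0.01% (detergent screen) or 0.0001% Triton X-100; 5.3 nM AmpC reagent; cpd preinc 15 min RT; nitrocefin (800 uM stock) to start; A480 q20 s × 4 min; Activity was normalised to no-enzyme and no-compound control wells.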
# HCV inhibitor: inhibitors of hepatitis C virus infection; Huh7.5.1 HCVcc-Cre infection, luciferase reporter, 44 h; Potency, µM (top dose mostly 41.8 µM), for inactives: at the top dose activity change, negative = inhibition, usual class: inhibitors; actives 3.4% (n = 340,000); AID 651820; further: potency means the concentration at half of the fitted maximal effect
#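 1,000 cells/well; 4 h culture; + compound; + HCVcc-Cre (~0.5 moi); 44 h; luciferase substrate, RT 15 min; read 15 sec.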
# AmpC detergent: AmpC beta-lactamase inhibition with detergent present. P00811. AmpC hydrolysis of nitrocefin, absorbance 480 nm, 0.01% Triton. Potency, µM (titrated, usually from 114 µM), for inactives: at the highest dose activity change, negative = inhibition, hits mostly inhibitors. actives 0.041% (n = 370,000). AID 485294;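 further: potency means the concentration at half of the fitted maximal effect; 0% = no-compound wells and -100% = no-enzyme wells; nearly all actives have a fitted effect of over 25% in size; some results filed as inactive show a strong effect at the top dose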
#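 AmpC (5.3 nM in the dispensed reagent) in 20 mM phosphate pH 7.0 with 0.01% (detergent screen) or 0.0001% Triton X-100 was preincubated with compounds for 15 min at room temperature. Nitrocefin was then added from an 800 uM solution, and hydrolysis was followed at 480 nm.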
# LmPK inh: blocks Leishmania mexicana pyruvate kinase activity. Q27686. purified LmPK, Kinase-Glo ATP luminescence, 1 h. Potency, µM (highest dose often 57.5 µM), without a hit: at the highest dose activity change, negative = inhibition, hits mostly inhibitors. actives 0.37% (n = 290,000). AID 1721; further: potency means the concentration at half of the fitted maximal effect
# Target sequence (Q27686 whole entry, looked up): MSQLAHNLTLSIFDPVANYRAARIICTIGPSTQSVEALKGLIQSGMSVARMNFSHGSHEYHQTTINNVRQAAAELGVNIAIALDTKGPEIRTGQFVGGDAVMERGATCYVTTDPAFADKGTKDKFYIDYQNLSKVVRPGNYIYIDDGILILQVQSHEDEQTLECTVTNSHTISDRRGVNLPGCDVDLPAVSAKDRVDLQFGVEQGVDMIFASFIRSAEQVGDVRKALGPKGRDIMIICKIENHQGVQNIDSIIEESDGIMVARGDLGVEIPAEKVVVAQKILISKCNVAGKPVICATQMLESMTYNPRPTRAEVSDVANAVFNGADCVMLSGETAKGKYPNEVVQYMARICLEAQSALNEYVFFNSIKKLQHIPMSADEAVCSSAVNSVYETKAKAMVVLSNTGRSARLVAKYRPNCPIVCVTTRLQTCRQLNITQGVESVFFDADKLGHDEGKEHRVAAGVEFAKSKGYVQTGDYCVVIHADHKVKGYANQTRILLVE
#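 In 50 mM imidazole pH 7.2 with 7 mM MgCl2, LmPK (0.1 nM) turned over PEP (0.5 mM) and ADP (0.1 mM) for 1 h at room temperature. Luciferase read-out of ATP.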
# * hit, by the source's call; ? = inconclusive; . = no result given; & = joins results of further samples; ! = not active in a repeat; [ ] = another dose, or the depositor's remark. Unless noted, the call rests on the fitted dose curve; in most records, active means well fitted curve in the direction sought with a large enough effect; inconclusive means small, poorly fitted or top-dose-only effect, or another doubt; inactive means no such curve, though single readings can be large; an effect the other way counts as inactive or inconclusive. Unless noted, on the % scale 0 is the no-effect control and ±100 the full control effect.
SMILES,HCMV inh,Tb PYK inh,AMA1 RON2 block,AmpC no deterg,HCV inhibitor,AmpC detergent,LmPK inh
N=C(N)SCCc1cnc[nH]1,-14,0%,11%,-13%,-19%,-15%,.
CCN(CC)c1nc(-c2ccccc2)nc2ccccc12,-63*,1%,6%,-7%,11µM*,-9%,3%
C/C(=N\NS(=O)(=O)c1ccc([N+](=O)[O-])cc1)c1cccs1,23,-16%,8%,-16%,1%,3%,2%
CCOc1ccc(C(=O)CCC(=O)N2CCN(c3ccc(O)cc3)CC2)cc1,-27,-3%,-4%,3%,15%,.,.
CCOc1ccc(Nc2cc(C)nc3nc(C)nn23)cc1,3,-2%,-1%,3%,5%[8.37 µM],?,-3%
c1ccc(CCNc2cc(-c3ccc4ccccc4c3)nc3ccnn23)nc1,42,-2%,72%[activator],.,.,.,.
COc1cc(C)ccc1OCC(=O)Nc1ccccc1N1CCOCC1,-26,-2%,-13%,3%,?,?,.
COc1ccc(NC(=O)c2sccc2OS(=O)(=O)N(C)C)cc1,?,-20%,0%,-15%,-17%,-7%,-1%
CC(C)(C)C1CCN2CCC[C@](c3ccccc3)(C1)C2OCCCO (stereo partly drawn),-10,-3%,-1%,.,.,.,.
O=C(/C=C/c1ccccc1)NCC(=O)N/N=C\c1cccnc1,-16,1%,-6%,-24%,6%,3%,-6%
CN(C)CCN(C(=O)CN1C(=O)c2ccccc2C1=O)c1nc2cc3c(cc2s1)OCO3,46,2%,-1%,165%[activator],-3%,2%,5%
Fc1ccccc1-c1nc2ccccc2[nH]1,36,-6%,-1%,-5%,-4%,-7%,?
O=c1oc(-c2cccs2)nc2ccc(Br)cc12,-18,-3%,1%,-21%,4%,3%,-1%
O=C1c2ccccc2NC(c2ccc(-c3ccc(Br)cc3)o2)N1O (stereo not drawn),-72*,0%,21%,-50%,?,-2%,1%
COc1ccc(CCNC(=O)C2CCN(S(=O)(=O)c3cc(OC)ccc3OC)CC2)cc1,15,-3%,2%,66%[activator],-13%&-9%,?,-4%
Cc1cc2nc(-c3cccnc3SCC(=O)NCc3ccco3)[nH]c2cc1C,163,-2%,5%,-25%,-2%,?,?
O=C(c1ccc(N2CCCC2=O)cc1)N1CCN(c2ccc(Cl)cc2)CC1,?,-7%,3%,87%[activator],?,-8%,-10%
CN(C)/C=N/c1cc(=O)n(Cc2ccccc2)c(=O)n1C,-2,-3%,8%,-8%,18%,?,1%
O=C(O)CCn1c(SCCc2ccccc2)nc2ccccc21,-5,-2%,?,.,10%,.,.
Cc1ccc(OP(=O)(NC(C)c2ccccc2)Oc2ccc(C)cc2)cc1 (stereo not drawn),-31,2%,6%,-22%,?,2%,0%
CC1C/C(=C/c2ccccn2)C(=O)/C(=C/c2ccccn2)C1 (stereo not drawn),.,3%,4%,16%,2.2µM*,-7%,0%
CCN(CC)c1ccc(S(=O)(=O)N2CCCCC2)cc1NC(=O)C1CSC2(C)CCC(=O)N12 (stereo not drawn),0,-15%,74%[activator],154%[activator],-24%,3%,.
COc1cccc(CN2C(=O)C3(SCC(=O)N3c3ccc(C)c(Cl)c3)c3ccccc32)c1 (stereo not drawn),-37,-2%,.,.,.,21%,.
COc1ccc(NC(=O)COCc2cc(-c3ccco3)on2)cc1Cl,0,10%[15.4 µM],.,.,.,?,.
CC(C)(C)OC(=O)N1CCC(c2nnc(SCc3ccccc3F)o2)CC1,-3,-4%,.,.,.,0%,.
Cn1c(=O)n(C)c2cc(NC(=O)c3ccc(F)cc3)c(Br)cc21,?,-2%,15%,-7%,-10%,-8%,2%
Cc1ccc(NC(=O)c2c(C(=O)Nc3ccccc3)sc3nc(C)cc(=O)n23)cc1,-23&-10,-1%&0%,-7%,-1%,-4%,-6%&6%,0%
CC(=O)Nc1cccc(NC(=O)CSc2nccn2Cc2ccccc2)c1,-19&-23,-9%&-10%,-1%,-6%,.,4%&-5%,-10%
CN(C)CCCOc1cccc(Cl)c1,-11,0%,-21%,0%,31%[activator],?,-5%
O=C(CN1CCC(n2nnc3cc(C(F)(F)F)ccc32)CC1)NCc1cccs1,-12,-2%,0%,78%[activator],-19%,-2%,0%

# 4 entries drawn at random from those above:
SMILES,HCMV inh,Tb PYK inh,AMA1 RON2 block,AmpC no deterg,HCV inhibitor,AmpC detergent,LmPK inh
O=C(O)CCn1c(SCCc2ccccc2)nc2ccccc21,-5,-2%,?,.,10%,.,.
Cc1cc2nc(-c3cccnc3SCC(=O)NCc3ccco3)[nH]c2cc1C,163,-2%,5%,-25%,-2%,?,?
CN(C)/C=N/c1cc(=O)n(Cc2ccccc2)c(=O)n1C,-2,-3%,8%,-8%,18%,?,1%
CCN(CC)c1ccc(S(=O)(=O)N2CCCCC2)cc1NC(=O)C1CSC2(C)CCC(=O)N12 (stereo not drawn),0,-15%,74%[activator],154%[activator],-24%,3%,.

# A portion of the results above, for reference:
SMILES,HCMV inh,Tb PYK inh,AMA1 RON2 block,AmpC no deterg,HCV inhibitor,AmpC detergent,LmPK inh
CN(C)CCCOc1cccc(Cl)c1,-11,0%,-21%,0%,31%[activator],?,-5%
O=C(CN1CCC(n2nnc3cc(C(F)(F)F)ccc32)CC1)NCc1cccs1,-12,-2%,0%,78%[activator],-19%,-2%,0%

# (continued)
SMILES,HCMV inh,Tb PYK inh,AMA1 RON2 block,AmpC no deterg,HCV inhibitor,AmpC detergent,LmPK inh
Cc1cccc(NC(=O)CN2C(=O)COc3ccc(S(=O)(=O)N4CCC(C)CC4)cc32)c1C,-14,-3%,.,.,.,-8%,.
CCc1nc(-c2cc(S(=O)(=O)N3CCN(c4ccccc4)CC3)ccc2OC)no1,4,11%,.,.,.,16%,.
COc1cccc(CNC(=O)CN2C(=O)COc3ccc(S(=O)(=O)N4CCCCC4)cc32)c1,9&-24,-4%&1%,8%,-37%,8%,4%&0%,5%
O=C(NCc1ccco1)/C(=C\C=C\c1ccccc1)NC(=O)c1ccccc1Br,3,2%,-2%,-42%,-23%,-3%,10%
COc1ccc(C2CC(c3cccc([N+](=O)[O-])c3)=NN2/C(C)=C/C(C)=O)cc1 (stereo not drawn),24,4%,36%[activator],.,.,.,.
Cc1ccc(C)c(SCC(=O)OC/C(O)=C(\C#N)c2nc3ccccc3[nH]2)c1,-102*,3%,90%[activator],-33%,24%,4%,3%
COC(=O)C1C(=O)C2=C(CC1C)Nc1ccccc1NC2c1ccc(C)s1 (stereo not drawn),2,-5%,-8%,-9%,16%,-2%,0%
CCC(=O)Nc1cccc(-c2cnc3ccccc3n2)c1,61,-1%,-7%,-3%,?,-1%,-16%
O=C(c1ccccc1[N+](=O)[O-])N1CC2C3C=CC(C3)C2C1 (stereo not drawn),?,-7%,0%,-18%,7%,?,8%
O=C1CC(=Nc2ccc([N+](=O)[O-])cc2)NN1c1c(Cl)cc(Cl)cc1Cl,-4,-1%,-4%,.,.,.,.
Brc1ccc(-c2noc(CCc3ccccc3)n2)cc1,17,-9%,150%[activator],.,22%,.,.
CCCCCN1C(C(=O)c2ccccc2)=C(NC(=O)c2ccccc2Cl)c2ccccc2S1(=O)=O,-1,-4%,.,.,.,31%[activator],.
CC(C)C[C@H](NC(=O)NC(C)C)C(=O)O,26,-5%,0%,-21%,15%,-4%,9%
COc1ccc(N2CCN(C(=O)COC(=O)c3c(-c4ccccc4)noc3C)CC2)cc1,-28,0%,0%,99%[activator],?,0%,.
O=C(NNC(=O)C12CC3CC(CC(Cl)(C3)C1)C2)c1csc(N2CCOCC2)n1,.,-9%,107%[activator],-4%,9%,2%,-7%
CC1(C)CC(C)(O)P(=O)(c2ccccc2)O1 (stereo not drawn),-6,-12%,1%,-5%,13%,-2%,4%
Cc1cc([N+](=O)[O-])nn1CCCC(=O)Nc1cc(Oc2ccccc2)cc([N+](=O)[O-])c1,?,-3%,-4%,-21%,11%,?,-2%
COc1ccc2c(c1)OC[C@H]1[C@H]2N2C(=O)CNC(=O)[C@@]2(C)[C@H]1c1ccccc1,25,-3%,24%,-12%,4%,.,.
CC1Cc2ccccc2N1C(=O)c1cnsn1 (stereo not drawn),39,-1%,-7%,-3%,-11%,-6%,5%
Cc1ccc(S(=O)(=O)N2CCC(C(=O)NCCCn3ccnc3)CC2)cc1,31,0%,-7%,-1%,24%,4%,0%
COc1ccc(-c2cc(=O)c3cc(O)ccc3o2)cc1,118,-6%,-2%,-15%,5.6µM*,4%,-18%
CCOC(=O)c1ccc(CSc2nnc(C)n2N)o1,-16,-6%,1%,-15%,8%,2%,3%
CCS(=O)(=O)N1CCN(C(=O)c2ccccc2)CC1,9,-12%,-11%,-20%,20%,6%,3%
COc1ccc(N=C(C)c2sc3ccccc3c2O)cc1,36,-2%,-1%,-26%,6%,-4%,-2%
COc1ccc(Cn2c(=O)c3cccnc3n(Cc3cccc(F)c3)c2=O)cc1,3,-1%,.,.,.,25%,.
Cc1nc2c(cnn2-c2ccccc2Cl)c(=O)n1-c1ccc(C(C)C)cc1,-60*!,3%&-3%,1%,43%,?,1%&1%,4%
C=CCn1c(C)cc(-c2csc(N)n2)c1C,-33,-11%,?,-14%,-5%,-12%,0%
COc1ccc(S(=O)(=O)N(C)CC(=O)Nc2ccccc2C(F)(F)F)cc1Cl,-3,4%,6%,18%,17%,2%,5%
Cc1cccc(C(CC(=O)O)n2cccc2)c1 (stereo not drawn),38,5%,8%,-16%,3%,2%,4%
c1cc2c3c(cccc3c1)C(N1CCCCC1)=N2,.,-3%,1%,-17%,-18%,?,-3%
O=c1c2ccccc2ncn1CCOCCOc1cccc(Br)c1,-24,-1%,6%,-18%,2%,-4%,-2%
O=C(Nc1cccc(-c2cnc3ccccc3n2)c1)c1ccccc1,-17,-5%,-1%,-23%,?,-8%,12%
Cc1cc(C)c(NC(=O)CSc2ncc(S(=O)(=O)c3ccc(C(C)(C)C)cc3)c(=O)[nH]2)c(C)c1,20,-12%,.,.,.,17%,.
CCOC(=O)[C@]12Cc3cc(C)ccc3[C@H]1N(Cc1ccccc1)C(=O)c1cc(OC)ccc12,-35,4%,-10%,.,.,.,.
CCCCOc1cccc(C2/C(=C(/O)c3ccc4c(c3)CC(C)O4)C(=O)C(=O)N2CCN2CCOCC2)c1 (stereo not drawn),-23,13%,7%,63%[activator],8%,-11%,5%
CCC(Oc1ccccc1)C(=O)N1CCN(Cc2cc(=O)n3nc(-c4cccc(C)c4)sc3n2)CC1 (stereo not drawn),-25,-1%,.,.,.,-6%,.
O=C(NC1CCCCC1)c1ccc2snnc2c1,51,-1%,-2%,-7%,5%,0%,1%
CCOc1ccccc1NC(=O)c1sc2nc(-c3ccc(OC)cc3)ccc2c1N,-95*,-3%,.,.,.,0%,.

# Screening results as filed in PubChem.
